Screening data: PubChem BioAssay, Broad Institute
FN deposit inh: fibronectin deposition inhibition | inhibition, % at 12.6 µM | 350,000 compounds, 0.086% hits | AH1F fibroblasts, Alexa488-fibronectin deposition fluorescence, overnight;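 active = mean inhibition across replicates of 30% or more, regardless of how many single replicates reach that level; inconclusive = mean under 30% yet at least half of replicates reach 30%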;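 also: positive control wells lacked labelled fibronectin entirely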
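Material – AH1F fibroblast monolayer, labelled fibronectin deposition · Reagent – labelled fibronectin 24 nM · Timing – 1 h adhesion, overnight exposure · Measured by – fluorescence at 485 nm excitation, 525 nm emission · Read-out – inhibition of fibronectin deposition signal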
esBAF inh: blocks esBAF chromatin remodeling in mouse ES cells | AID 602393 | 350,000 compounds, 2% hits | reporter increase, % at 12.5 µM | Bmi1-luciferase knock-in reporter, 24 h; 100% = twice the neutral-well signal; in the data active = activation above about 40%; inconclusive = no clear call, values can overlap the other calls;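 also: 0% = median of the plate's neutral control wells and 100% = double that signal; a rise in the Bmi1 reporter signal indicates esBAF inhibition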
* hit, by the source's call; ? = inconclusive.

[1] CC(=NC1CCCC1)c1c(C)[nH]n(-c2nc3ccccc3s2)c1=O
[2] Cc1c(C(=O)Nc2ccc(Cl)cc2)c2ccccn2c1C(=O)c1ccccc1
[3] COCCN1C(=O)c2oc3cc(C)c(C)cc3c(=O)c2C1c1ccc(O)cc1 (centres undefined)
[4] Cc1cc2c(C)ccc(C)c2nc1SCC(=O)c1cccs1
[5] Cc1cccc(-c2noc(CCC(=O)NCc3ccccc3)n2)c1
[6] O=C1c2ccccc2C(=O)N1CCC(c1ccccc1)c1ccco1 (centres undefined)
[7] O=C(CCCn1c(=S)[nH]c2ccccc2c1=O)N1CCOCC1
[8] Cc1cccc2cc(CN(CC3CCCO3)C(=O)c3cccnc3)c3nnnn3c12 (centres undefined)
[9] CCCNS(=O)(=O)c1ccc(OCC(=O)NCc2ccco2)cc1
[10] Clc1ccc(/C=N/Nc2ncnc3ccccc23)cc1Cl

Screen / compound no. | 1 | 2 | 3 | 4 | 5 | 6 | 7 | 8 | 9 | 10
esBAF inh | 12.0 | 18.9 | 8.9 | 5.3 | -11.2 | 24.6 | -7.1 | 1.2 | -3.5 | 74.3*
FN deposit inh | -6.3 | -1.2 | 18.3 | 6.7 | 4.4 | 10.7 | -23.1 | 1.6 | -2.6 | -3.1

[11] CCc1cc2c(=O)c(-c3cnn(-c4ccccc4)c3)c(C)oc2c(CN2CCCCC2)c1O
[12] COc1ccc(OC)c(C(=O)c2ccc(C(=O)N3CCCCC3)cc2)c1
[13] O=C(N1CCN(c2ccccn2)CC1)N1c2ccccc2Sc2ccccc21
[14] Cc1ccccc1CN1C2=NCCCN2c2ccccc21
[15] COc1ccccc1Oc1ccc2c(c1)C(=O)N(c1ccc(Br)c3cccnc13)C2=O
[16] Clc1ccc(Cn2ncc3c(NCc4ccccc4)ncnc32)cc1
[17] COc1ccc(/C=C/C(=O)Nc2c(C)nn(C)c2C)cc1COc1ccc(Cl)cc1Br
[18] COc1cccc(C2C(C(=O)Nc3cccnc3)=C(C)Nc3nnnn32)c1OC (centres undefined)
[19] N#CCSc1nc2ccccc2c(=O)n1-c1ccccc1
[20] Cc1cc(C(F)(F)F)nc(SCC(=O)Nc2cc(C)on2)n1

Screen / compound no. | 11 | 12 | 13 | 14 | 15 | 16 | 17 | 18 | 19 | 20
esBAF inh | -4.8 | 1.3 | -13.7 | -22.6 | 8.2 | -9.3 | -7.3 | -6.1 | -1.9 | 18.3
FN deposit inh | 1.8 | 1.6 | -6.3 | -7.8 | 1.4 | -1.6 | 2.0 | 6.0 | 0.2 | -2.5

[21] O=C(O)CCC(=O)c1c[nH]c2ccccc12
[22] CCCn1c(=O)c2c(nc(Br)n2CCC)n(C)c1=O
[23] CC(=O)NC1=NN(C(C)=O)C(c2sccc2C)S1 (centres undefined)
[24] CCCCN(C)C(=O)CCCc1c[nH]c2ccccc12
[25] CCc1nc(OCCN(C)C)c2oc3ccccc3c2n1
[26] COc1ccc(C(=O)NC2CCN(C(=O)NC3CCCCC3)CC2)cc1
[27] O=C(NC1CCCC1)c1ccc(Br)o1
[28] O=C(CNS(=O)(=O)c1ccccc1Br)OCC(=O)N1CCc2ccccc21
[29] CC(C)(C)C1CCC2(CC1)NC(=S)N(c1ccccc1)N2 (centres undefined)
[30] O=C(CN1C(=O)NC2(CCCCCC2)C1=O)c1ccc2c(c1)OCCO2

Screen / compound no. | 21 | 22 | 23 | 24 | 25 | 26 | 27 | 28 | 29 | 30
esBAF inh | -4.3 | -18.3 | -8.9 | 38.2 | 7.3 | -8.1 | -1.3 | 5.6 | 22.5 | 37.2
FN deposit inh | -3.3 | 2.0 | 2.6 | 0.9 | 9.9 | -5.3 | -2.0 | 1.1 | -7.6 | -4.1

Single entries from above:
esBAF inh with entry 25 stands at 7.3
esBAF inh with entry 28 stands at 5.6

Carrying on:
[31] COc1cccc(C(C(=O)NC2CCCCC2)N(CC2CCCO2)C(=O)CNC(=O)c2ccco2)c1 (centres undefined)
[32] CCCN(CCC)c1nc2ccccc2n2c(C)nnc12
[33] CCOC(=O)COn1c(=O)c(=O)n(OC)c2ccccc21
[34] COc1ccc2oc(=O)c(C(=O)N3CCc4ccccc43)cc2c1
[35] COc1cccc(N2C(=O)N(c3ccccc3Cl)C3CS(=O)(=O)CC32)c1 (centres undefined)
[36] Cc1ccc(N2C(=O)C(Cl)=C(NCCO)C2=O)c(C)c1
[37] Cc1cc(NCCCn2ccnc2)n2nc(C)c(-c3ccccc3)c2n1
[38] Cc1ccc(C(=O)NCCNC(=O)CN2CCCC2)cc1
[39] Cc1ccsc1/C=C/c1ccc2ccccc2n1
[40] Cc1cc(NC(=O)CCC(=O)N(c2ccc(F)cc2)C2(C(=O)NC3CCCCC3)CCCC2)no1

Screen / compound no. | 31 | 32 | 33 | 34 | 35 | 36 | 37 | 38 | 39 | 40
esBAF inh | 1.0 | 0.7 | -16.4 | 7.1 | -10.0 | 2.9 | 46.7* | -4.0 | -75.3 | 9.2
FN deposit inh | 4.0 | 0.2 | -20.6 | 0.6 | -1.1 | -3.0 | -7.8 | -4.2 | -6.6 | 11.7

Among those listed so far, these contain a thiophene ring, fused or not:
[4] Cc1cc2c(C)ccc(C)c2nc1SCC(=O)c1cccs1
[23] CC(=O)NC1=NN(C(C)=O)C(c2sccc2C)S1 (centres undefined)
[39] Cc1ccsc1/C=C/c1ccc2ccccc2n1

Screen / compound no. | 4 | 23 | 39
esBAF inh | 5.3 | -8.9 | -75.3
FN deposit inh | 6.7 | 2.6 | -6.6

Next section.
[41] Cc1ccc2cc(C(c3nnnn3C3CCCC3)N3CCN(c4ccccc4)CC3)c(=O)[nH]c2c1 (centres undefined)
[42] Cn1c2ccccc2c2c(C(=O)N3CCN(c4ccc(F)cc4)CC3)cn(C3CCCC3)c(=O)c21
[43] CC(C)CNC(=O)COC(=O)/C=C/c1ccccc1[N+](=O)[O-]
[44] CCCCc1ccc(NS(=O)(=O)N(C)C)cc1
[45] CCn1c(=O)cc(SCC(=O)N2CCN(C)CC2)c2ccccc21
[46] O=S1(=O)C=C(N2CCOCC2)c2ccccc21
[47] CCNC(=O)C(C)Sc1ccc(Cl)cc1 (centres undefined)
[48] O=C(Cc1cccs1)Nc1nnc(COc2ccccc2)s1
[49] COc1ccc(S(=O)(=O)NCc2ccc3c(c2)OCO3)cc1C(=O)O
[50] COc1ccc(OC)c(NC(=O)c2nnn(Cc3ccccc3C)c2N)c1

Screen / compound no. | 41 | 42 | 43 | 44 | 45 | 46 | 47 | 48 | 49 | 50
esBAF inh | 7.9 | 8.6 | -2.3 | 5.1 | -13.2 | 7.1 | -5.4 | -4.3 | -9.8 | -15.3
FN deposit inh | -9.4 | -3.2 | -0.6 | 2.1 | 0.5 | 1.3 | 0.6 | -4.5 | -2.3 | -4.0

[51] CCc1c(C(=O)Nc2cc(C)ccc2OC)[nH]c(C)c1C(C)=O
[52] COc1ccccc1NC(=O)N(C)C[C@@H]1OCc2ccccc2-c2ccccc2C(=O)N([C@@H](C)CO)C[C@H]1C
[53] CN(C(=O)Cc1ccccc1)n1cnnc1
[54] CCOc1ccc(NC(=O)Cn2nnc(C(=O)NCCc3ccc(OC)c(OC)c3)c2N)cc1
[55] COC(=O)c1cccc(-n2cnnn2)c1
[56] CC(=O)N(CCN(C(C)=O)c1ccccc1)c1ccccc1
[57] COc1cccc(-c2nc3n(n2)C(c2ccc4c(c2)OCO4)C(C(N)=O)=C(C)N3)c1 (centres undefined)
[58] CCOC(=O)C1=C(C)N=c2s/c(=C3/C(=O)Nc4ccccc43)c(=O)n2C1c1ccc(C)cc1 (centres undefined)
[59] CN(Cc1nc2ccccc2c(=O)[nH]1)Cc1cc(=O)oc2ccc3ccccc3c12
[60] CCC(C)C(=O)Nc1nnc(-c2cccs2)s1 (centres undefined)

Screen / compound no. | 51 | 52 | 53 | 54 | 55 | 56 | 57 | 58 | 59 | 60
esBAF inh | 0.7 | -9.6 | -3.6 | -3.9 | -10.5 | -11.8 | -27.9 | -6.8 | -7.1 | ?
FN deposit inh | -5.0 | -4.5 | -18.2 | -3.1 | 3.6 | 1.0 | 1.7 | 3.0 | -1.4 | 1.9

[61] Cn1c(SCC(N)=O)nnc1C1CCN(C(=O)NC2CCCCC2)CC1
[62] OC(COc1ccccc1)CN1CCN(c2ncccn2)CC1 (centres undefined)
[63] O=S(=O)(Nc1nc2ccccc2nc1NCCO)c1cccc(Cl)c1
[64] COc1ccc(O)c(C(=O)c2cnc3onc(C)c3c2)c1
[65] Brc1ccc(-c2cnc(-c3cccs3)o2)cc1
[66] O=C(COC(=O)c1ccc(Oc2ccccc2)cc1)Nc1nnc(-c2ccccc2)o1
[67] CCOc1ccc(N2C(=O)c3cccnc3C2Nc2ccc(F)cc2)cc1 (centres undefined)
[68] Cc1ccc(N2C(=O)N(CC(=O)NCc3ccc(Cl)cc3)C(=O)C2C)cc1 (centres undefined)
[69] CC(=O)NS(=O)(=O)c1ccc(NC(=O)c2ccc(Br)o2)cc1
[70] COc1ccc(-c2nnc(SCc3nnc(-c4ccccc4)o3)n2C)cc1OC

Screen / compound no. | 61 | 62 | 63 | 64 | 65 | 66 | 67 | 68 | 69 | 70
esBAF inh | -1.6 | -3.6 | -2.4 | 13.4 | 66.8* | -9.6 | -4.6 | -0.6 | -8.9 | 6.4
FN deposit inh | 6.2 | 7.5 | -5.0 | -13.2 | -9.8 | 1.2 | 0.9 | -8.2 | -6.3 | -5.0

[71] O=C(O)C1C2C=CC(C2)C1C(=O)N1CCc2ccccc21 (centres undefined)
[72] c1ccc(CN2CCC3(CC2)Nc2ccccc2CO3)cc1
[73] CC(OC(=O)c1cccc(NS(C)(=O)=O)c1)C(=O)Nc1ccc(N2CCOCC2)cc1 (centres undefined)
[74] O=C(NCC(=O)N(c1ccc2c(c1)OCO2)C(C(=O)NC1CCCC1)c1cccs1)c1ccco1 (centres undefined)
[75] O=C(c1ccccc1)N1CCN(Cc2c[nH]c3ccccc23)CC1
[76] CC(C)OC(=O)C1C(=O)CC(C)(O)C(C(=O)OC(C)C)C1c1cccnc1 (centres undefined)
[77] Cc1cccc(NC(=O)C2CCCN2C(=O)OCC(C)C)c1 (centres undefined)
[78] Cc1cccn2c(=O)c(C=NCCO)c(NCc3ccco3)nc12
[79] CCn1cc(Br)c(C(=O)Nc2ccc(F)c(Cl)c2)n1
[80] Cn1c(SCC2CCCO2)nnc1-c1ccncc1 (centres undefined)

Screen / compound no. | 71 | 72 | 73 | 74 | 75 | 76 | 77 | 78 | 79 | 80
esBAF inh | -3.8 | 0.1 | 9.8 | -3.9 | -18.0 | -12.0 | -0.4 | -1.6 | 57.7* | -8.0
FN deposit inh | -11.3 | -1.5 | -14.1 | 0.2 | 15.3 | 1.9 | 3.8 | 6.3 | 4.3 | -6.4

Whole records, quoted from the list.
O=C(c1ccccc1)N1CCN(Cc2c[nH]c3ccccc23)CC1 in the list: esBAF inh: -18.0; FN deposit inh: 15.3
CC(OC(=O)c1cccc(NS(C)(=O)=O)c1)C(=O)Nc1ccc(N2CCOCC2)cc1 (centres undefined) in the list: esBAF inh: 9.8; FN deposit inh: -14.1

Later entries
[81] CCOc1cc(/C=N/NC(=O)CN2CCCCC2)ccc1OCc1ccccc1
[82] COC(=O)Cn1c2c(c3cc(C)ccc31)CCCC2
[83] COC(=O)c1ccc(NS(=O)(=O)N(C)C)cc1
[84] Cc1ccc(C(=O)OCc2nnc(-c3ccccc3)o2)o1
[85] COc1ccc(CN2C(=O)[C@@H]3C(c4ccccc4Cl)=NO[C@@H]3C2=O)cc1
[86] CC1=C(C#N)C(C)C2=C(CC(C)(C)CC2=O)N1 (centres undefined)
[87] CCc1c(C)nc2ncnn2c1N1CCCC(C(=O)NCCc2ccc(OC)cc2)C1 (centres undefined)
[88] C[C@H](CO)N1C[C@H](C)[C@@H](CN(C)C(=O)NC2CCCCC2)OCc2ccccc2-c2c(n(C)c3ccccc23)C1=O
[89] Cc1cccc2cc(C#N)c(N3CCCC3)nc12
[90] CC(C)NC(=O)c1cnn2c1NC(c1cccs1)CC2C(F)(F)F (centres undefined)

Screen / compound no. | 81 | 82 | 83 | 84 | 85 | 86 | 87 | 88 | 89 | 90
esBAF inh | -3.3 | 3.6 | 1.2 | 5.4 | -6.1 | -6.0 | -5.4 | 3.5 | -4.3 | -14.0
FN deposit inh | 10.1 | 10.2 | 7.4 | -5.2 | 1.0 | 2.9 | 5.3 | -14.3 | 1.6 | 5.8

[91] CCOc1ccccc1NC(=O)C(CC(C)C)NC(=O)C1CCC(C)CC1 (centres undefined)
[92] COc1ccc(OCC(=O)N2CCN(c3nnc(-c4ccccc4)c4ccccc34)CC2)cc1
[93] Cn1c(C(=O)NCCN2CCc3ccccc3C2)cc2c(=O)[nH]c3ccccc3c21
[94] CCn1nccc1C(=O)Nc1ccc(S(=O)(=O)NC23CC4CC(CC(C4)C2)C3)cc1
[95] CCOC(=O)C(C)CC(C)C(=O)N1CCOCCN(C(=O)C(C)CC(C)C(=O)OCC)CCOCC1 (centres undefined)
[96] NC(=O)C1(N2CCCCC2)CCN(C2CC(=O)N(Cc3ccc(N4CCCC4=O)cc3)C2=O)CC1 (centres undefined)
[97] COc1ccc(OCC(=O)Nc2ccc(N3CCOCC3)c(Cl)c2)cc1
[98] CCNc1nc(Oc2ccc(C(=O)OCC)cc2)nc(SC)n1
[99] COC(=O)Nc1ccc(S(=O)(=O)n2cnc3ccccc32)cc1
[100] CC(=O)NC1(c2ccccc2)CCN(Cc2nnnn2C(C)(C)C)CC1
[101] CCCCCC(=O)N/N=C(\C)c1ccccn1
[102] CCCCOC(=O)CSc1nnc(-c2cc(OC)c(OC)c(OC)c2)o1

Screen / compound no. | 91 | 92 | 93 | 94 | 95 | 96 | 97 | 98 | 99 | 100 | 101 | 102
esBAF inh | -1.7 | -3.3 | 3.9 | 14.5 | 12.7 | -0.3 | -5.9 | 2.5 | -5.5 | -5.0 | -4.2 | 0.3
FN deposit inh | 1.1 | -6.3 | 0.8 | 6.0 | -6.1 | 6.1 | -3.1 | 3.7 | 8.8 | 0.7 | 4.6 | 4.6

This is a subset. The share of hits here may be higher or lower than overall.
